Screens (PubChem)
ER stress death: ER stress cell death inhibition; CSM14.1 thapsigargin ER stress survival, ATP luminescence; relative survival (cellular ATP), % at 15 µg/mL (by protocol); 48,000 tested, 0.33% active; AID 1010;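 active = survival measured by cellular ATP above 50% at 15 µg/ml in the first screen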;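 also: cell death triggered by about 15 µM thapsigargin; ATP read 24 h after thapsigargin was added; plate controls were thapsigargin with DMSO for no effect and DMSO without thapsigargin for full effect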
Starred values were filed as active, the others as inactive. Only part of the results is shown, so the mix of outcomes need not match the whole.

SMILES | ER stress death
COc1cc(C(=O)N/C(=C/c2ccc(Br)cc2)C(=O)NC(Cc2ccccc2)C(=O)O)cc(OC)c1OC (stereo unspecified) | 1
CN1C(=O)/C(=C\c2ccc([N+](=O)[O-])o2)SC1=S | -6
CCOC(=O)c1ccccc1NC(=O)c1cncc(Br)c1 | 0
O=C(Nc1ccc(N2CCOCC2)cc1)c1ccc(Br)o1 | -4
O=[N+]([O-])c1ccc2nc(N3CCOCC3)sc2c1 | 13
COc1ccccc1NC(=O)c1ccc(OC)c([N+](=O)[O-])c1 | 8
CCOc1cc(C2Nc3ccccc3C(=O)N2Cc2ccccc2)ccc1O (stereo unspecified) | -1
COc1ccc(CC(=O)Nc2ccccc2F)cc1OC | 10
N=C1S/C(=C\c2ccc(-c3ccccc3[N+](=O)[O-])o2)C(=O)N1c1ccc2c(c1)OCO2 | 25
CCOC(=O)C1=C(C)N=c2s/c(=C3\C(=O)N(CC(N)=O)c4ccccc43)c(=O)n2C1c1ccccc1 (stereo unspecified) | 12
O=c1/c(=C/c2ccc(O)c(Cl)c2)sc2nc3ccccc3n12 | 1
CCCP(=O)(CCC)CCP(=O)(c1ccccc1)c1ccccc1 | 15
COc1ccc(CNC(=O)c2cnn3c2NC(c2ccco2)CC3C(F)(F)F)cc1 (stereo unspecified) | -4
CCCN1C(=O)C(O)(C2COC(C)(C)CC2=O)c2ccccc21 (stereo unspecified) | -11
O=C(CCC1CCCC1)Nc1ccc2c(c1)oc1ccccc12 | -6
O=C(NCc1ccccc1F)c1ccccc1-c1ccccc1 | 2
Cc1sc(NC(=O)c2ccccc2)nc1-c1ccccc1 | 11
Cc1ccc2nc(Nc3ccccc3)c(/C=N/O)c(=O)n2c1 | -1
CN(C)c1ccc(Nc2nc(-c3cccnc3)cs2)cc1 | -4
CCOc1cc(/C=C(\C#N)c2nc3ccc(C)cc3[nH]2)cc(I)c1O | 0
O=C(CSCC(=O)Nc1ccc2ccccc2c1)NCc1ccccc1 | 9
CCOc1ccc(NC(=O)C2=C(C)NC(=S)NC2c2ccc(Br)cc2)cc1 (stereo unspecified) | 11
N#C/C(=C/C=C/c1ccco1)C(=O)Nc1cccc(Br)c1 | -5
CC(C)c1ccc(-n2c(-c3ccccc3)nc3c(cnn3-c3ccccc3)c2=O)cc1 | 6
C/C(=N\N=C1\NC(=O)C(CC(=O)Nc2ccc(C)c(Cl)c2)S1)c1ccc([N+](=O)[O-])cc1 (stereo unspecified) | 7
CSc1ccc(C=Nc2ccc(C#N)cc2)cc1 | -2
CC(C)CC(NC(=O)/C(=C\c1ccc2c(c1)OCO2)NC(=O)c1ccco1)C(=O)O (stereo unspecified) | 1
Cc1nc2ccccc2n1S(=O)(=O)c1ccc2ccccc2c1 | -1
Cc1ccc(NC(=O)CCC2CCCC2)nc1 | -3
COC(=O)c1cn(C(=O)c2ccc(-c3ccccc3)cc2)c2ccccc12 | 2
CN(C(=O)COc1ccc(F)cc1)C1CCS(=O)(=O)C1 (stereo unspecified) | 2
CCOc1ccc(NC(=O)CC(C)=O)cc1 | -3
COc1ccc2c(c1OC)C(=O)O[C@@H]2[C@H]1c2c(cc3c(c2OC)OCO3)CCN1C | 1
CC(C)(C)NCCCCOc1cccc(Cl)c1 | -14
CCOc1ccc(NC(=O)CN(c2cc(Cl)cc(Cl)c2)S(C)(=O)=O)cc1 | 8
O=C(O)CN1C(=O)/C(=N/N2C(=O)CSC2=S)c2ccccc21 | 1
Cc1c(NC(=S)NC(=O)c2ccco2)cccc1-c1nc2ncccc2o1 | 4
COc1cc(/C=N/NC(=O)c2ccncc2)ccc1OC(=O)c1cccs1 | -2
COc1ccc(NC(=S)NC(=O)/C=C/c2ccc([N+](=O)[O-])cc2)cc1 | -2
O=C(/C=C/c1cccc(C(F)(F)F)c1)Nc1cccc([N+](=O)[O-])c1 | -2

Of the compounds above, 2 contain two or more sulfur atoms.
SMILES | ER stress death
CN1C(=O)/C(=C\c2ccc([N+](=O)[O-])o2)SC1=S | -6
O=C(O)CN1C(=O)/C(=N/N2C(=O)CSC2=S)c2ccccc21 | 1

Next results follow:
SMILES | ER stress death
O=C(Nc1cccc(O)c1)/C(=C/c1cccc([N+](=O)[O-])c1)NC(=O)c1ccccc1 | 8
Clc1cccc(Cl)c1OCCN1CCCC1 | 4
CCc1c(C)nc(N)nc1N1CCOCC1 | 0
O=C(/C=C/c1ccc2c(c1)OCO2)Nc1ccc(F)cc1 | 0
O=C(/C(=N\O)n1cncn1)c1ccc(Br)cc1Br | 5
CCc1ccc(-c2nc3cc(NC(=O)COc4ccccc4[N+](=O)[O-])ccc3o2)cc1 | 4
CCOc1ccccc1NC(=O)C(=O)NCCCO | 2
CCOc1ccc(N2C(=O)NC(=O)/C(=C\c3ccc([N+](=O)[O-])cc3)C2=O)cc1 | -4
COc1ccc(NC(=O)c2c(N)sc(-c3ccccc3)c2C)cc1 | 5
CC(=O)Nc1cc(-c2cccc(C)c2)[nH]n1 | -1
COC(=O)c1ccc(CN2CCc3ccccc3C2)cc1 | -9
CCCCOC(=O)c1ccc(NC(=O)COc2ccc([N+](=O)[O-])cc2)cc1 | 4
O=C(N/N=C\c1ccccc1)c1cncc(Br)c1 | -4
Cc1ccc(C(=O)NCCOc2ccc(Cl)cc2)cc1 | -1
CCOC(=O)/C=C(\C)N1N=C(c2ccccc2)CC1c1cccc([N+](=O)[O-])c1 (stereo unspecified) | 4
O=C1CCCC(O)=C1C(C1=C(O)CCCC1=O)c1ccc(Cl)cc1 | 11
COC(=O)c1ccc(NC(=O)c2ccc(Cl)cc2)cc1 | 5
O=C(N/C(=C/c1ccc(Cl)cc1)C(=O)N1CCCCC1)c1ccco1 | 1
COc1ccccc1NC(=O)c1ccc(N2C(=O)c3ccc([N+](=O)[O-])cc3C2=O)cc1 | 4
CC1SC(c2cccc(Cl)c2)NC1=O (stereo unspecified) | -1

Ordered by number of heavy atoms (descending): some entries from above.
SMILES | ER stress death
COc1cc(C(=O)N/C(=C/c2ccc(Br)cc2)C(=O)NC(Cc2ccccc2)C(=O)O)cc(OC)c1OC (stereo unspecified) | 1
CCOC(=O)C1=C(C)N=c2s/c(=C3\C(=O)N(CC(N)=O)c4ccccc43)c(=O)n2C1c1ccccc1 (stereo unspecified) | 12
CC(C)c1ccc(-n2c(-c3ccccc3)nc3c(cnn3-c3ccccc3)c2=O)cc1 | 6
O=C(Nc1cccc(O)c1)/C(=C/c1cccc([N+](=O)[O-])c1)NC(=O)c1ccccc1 | 8
CCOc1cc(C2Nc3ccccc3C(=O)N2Cc2ccccc2)ccc1O (stereo unspecified) | -1
CCOc1ccc(NC(=O)C2=C(C)NC(=S)NC2c2ccc(Br)cc2)cc1 (stereo unspecified) | 11
CCOc1ccc(NC(=O)CN(c2cc(Cl)cc(Cl)c2)S(C)(=O)=O)cc1 | 8
COc1ccc(NC(=S)NC(=O)/C=C/c2ccc([N+](=O)[O-])cc2)cc1 | -2
CCCP(=O)(CCC)CCP(=O)(c1ccccc1)c1ccccc1 | 15
O=C(CCC1CCCC1)Nc1ccc2c(c1)oc1ccccc12 | -6
O=C(O)CN1C(=O)/C(=N/N2C(=O)CSC2=S)c2ccccc21 | 1
CN(C)c1ccc(Nc2nc(-c3cccnc3)cs2)cc1 | -4
CN(C(=O)COc1ccc(F)cc1)C1CCS(=O)(=O)C1 (stereo unspecified) | 2
CCOc1ccccc1NC(=O)C(=O)NCCCO | 2
O=C(/C(=N\O)n1cncn1)c1ccc(Br)cc1Br | 5
Cc1ccc(NC(=O)CCC2CCCC2)nc1 | -3
CCc1c(C)nc(N)nc1N1CCOCC1 | 0
CC1SC(c2cccc(Cl)c2)NC1=O (stereo unspecified) | -1

(next part)
SMILES | ER stress death
Cc1ccc2c(c1)c1c3n2CCN(CCC(=O)O)C3CCC1 (stereo unspecified) | 6
CCP(=O)(c1ccccc1)C(C)(C)O (stereo unspecified) | 1
S=C(NCC1CCCO1)Nc1ccc(Cl)cc1Cl (stereo unspecified) | -8
COc1ccccc1Cc1noc(-c2ccc(OC)c(OC)c2)n1 | 2
CCOC(=O)c1c(NC(=O)c2ccc(Cl)c([N+](=O)[O-])c2)sc(C(=O)Nc2ccccc2C(F)(F)F)c1C | -2
O=[N+]([O-])c1ccccc1C=NCCC12CC3CC(CC(C3)C1)C2 | -7
CCSCCOC(=O)C1=C(C)NC2=C(C(=O)CC(C)(C)C2)C1c1cccc2ccccc12 (stereo unspecified) | 0
CCC(=O)N1c2ccccc2NC2=C(C(=O)CC(c3ccccc3)C2)C1c1cccnc1 (stereo unspecified) | 3
O=C(Nc1ccc2c(c1)oc1ccccc12)c1c(Cl)cccc1Cl | 5
CNC(=O)c1c(-c2ccccc2)oc2ccc(OC)cc12 | 2
C=CCNC(=S)N/N=C/c1cccc([N+](=O)[O-])c1 | 1
C=CCn1c(SCC(=O)Nc2ccccc2OC)nc(O)c(Cc2ccccc2)c1=O | -1
O=C(CCC1CCCC1)Nc1cccc(F)c1 | 1
CCCCCCCc1ccc(-c2ccc(O)cc2)nc1 | 10
CCC1(C)CC(CC(=O)O)(c2ccc(OC)cc2)CCO1 (stereo unspecified) | -3
NC(=O)c1ccc(NS(=O)(=O)c2ccc(F)cc2)cc1 | 8
CCCc1cc(=O)n2[nH]c(-c3ccc(F)cc3)cc2n1 | 2
O=C1C(=O)N(c2cccnc2)C(c2ccc(Cl)cc2)/C1=C(\O)c1ccc(Cl)cc1 (stereo unspecified) | 15
Cc1ccc(C(=O)O/N=C(\N)c2ccc(Cl)cc2)cc1[N+](=O)[O-] | -7
CC(=O)N1c2ccccc2NC2=C(C(=O)CC(C)(C)C2)C1c1cccc(F)c1 (stereo unspecified) | 7
COC(=O)c1sccc1NC(=O)c1cc(-c2cccs2)nc2ccccc12 | 14
CCOc1ccc(Br)cc1/C=N\NC(=O)c1cc(C)[nH]n1 | 3
Cc1ccccc1C(=O)Nc1sc2c(c1C(=O)N1CCOCC1)CCCCC2 | 1
Cc1ccc(S(=O)(=O)Nc2cc(Sc3nc(C)cc(C)n3)c(O)c3ccccc23)cc1 | 13
CCOc1ccc(N2C(=O)C3C(C(=O)OC)=NN(C(C)=O)C3C2=O)cc1 (stereo unspecified) | 0
CCOc1ccccc1NC(=O)C(=O)NCCCOC | -1
Cc1ccc(Nc2nc(N3CCOCC3)nc(N3CCOCC3)n2)cc1 | 7
Nc1sc2c(c1C(=O)Nc1ccccc1Cl)CCC2 | 3
CCOc1ccc(N(CC(=O)Nc2cccc(Br)c2)S(=O)(=O)c2ccc(SC)cc2)cc1 | 6
CCOC(=O)C1=C(C)NC2=C(C(=O)CCC2)C1c1ccc(OCc2cccc(F)c2)c([N+](=O)[O-])c1 (stereo unspecified) | 11
CC(=O)N/C(=C/c1ccc(Cl)cc1)C(=O)N1CCOCC1 | 8
O=C(N/N=C/c1cc([N+](=O)[O-])ccc1O)c1cccc(N2CCCC2=O)c1 | 5
O=C(NCCc1ccc(Cl)cc1)C1CC(=O)N(c2ccc(Br)cc2)C1 (stereo unspecified) | 11
O=C1c2cccc([N+](=O)[O-])c2C(=O)N1CC(=O)N1c2ccccc2Sc2ccc(C(F)(F)F)cc21 | 2
COc1ccccc1/C=C1\SC(N2CCC(C)CC2)=NC1=O | -4
COC(=O)c1ccc(/C=N/Nc2nncc(-c3ccccc3)n2)cc1 | 4
COc1cc2c(cc1OC)C(c1cccc([N+](=O)[O-])c1)=NCC2 | 2
COc1ccc(/C=C/C(=O)Nc2ccc(Br)cc2C(=O)c2cc(OC)c(OC)c(OC)c2)cc1OC | 12
COC(=O)c1ccc(C(=O)OC)c(NC(=O)COc2cccc(Br)c2)c1 | 4
C=CCOc1c(Cl)cc(/C=C2/C(=O)NN(c3ccc(F)cc3)C2=O)cc1OC | -12
O=C(CCc1ccccc1)NC1CCCCC1Cc1ccco1 (stereo unspecified) | -8
COc1ccc(C(C2=C(O)CC(C)(C)CC2=O)C2=C(O)CC(C)(C)CC2=O)cc1CO | 6
C=CCOc1cccc(/C=N/NS(=O)(=O)c2ccc(Cl)cc2)c1 | 3
C=CCNC(=S)Nc1ccc(C(=O)OCC)cc1 | -6
Cc1ccc(N2CC(C(=O)Nc3ccccc3C(C)C)CC2=O)cc1 (stereo unspecified) | 2
CC(C)(C)C(=O)Nc1ccc(C(=O)Oc2ccccc2)c(O)c1 | -2
O=C(Nc1cccc([N+](=O)[O-])c1)c1cc(-c2ccco2)nc2ccccc12 | 0
O=C(Nc1ccc(Cl)c(Cl)c1)N1CCN(C(c2ccccc2)c2ccccc2)CC1 | 2
CCN1C(=O)/C(=C\c2cccc([N+](=O)[O-])c2)C(C(=O)OC)=C1C | 13
CCC(=O)Nc1ccc(NC(=S)NC(=O)c2ccco2)cc1 | 4
The list continues:
SMILES | ER stress death
Cc1ccc(C2CC(C(F)(F)F)n3nc(CO)c(Cl)c3N2)cc1 (stereo unspecified) | 0
Cn1cc(/C=C/c2nc3ccccc3c(=O)n2-c2cccc([N+](=O)[O-])c2)c2ccccc21 | 5
O=C(COc1cccc2ccccc12)Nc1cccnc1 | 6
CCOC(=O)/C(=C/c1ccc(O)cc1)C(C)=O | -3
CCc1ccc(C=NC23CN4CN(CN(C4)C2)C3)s1 | 9
CCOc1ccc(C(=O)Nc2ccc(-c3nc4ccccc4o3)c(O)c2)cc1[N+](=O)[O-] | -4
COc1ccc(/C=N/N2CCN(Cc3cccc4ccccc34)CC2)cc1Br | -5
NC(=O)c1c(NC(=O)c2ccc(Br)cc2)sc2c1CCCCCC2 | 3
O=C(Cc1ccccc1)NCC1CCCO1 (stereo unspecified) | 4
Cc1ccc(C(=O)Nc2cccc(F)c2)cc1S(=O)(=O)N1CCCCC1 | 7
N=C1S/C(=C\c2ccc(-c3ccc([N+](=O)[O-])cc3)o2)C(=O)N1c1ccc2c(c1)OCO2 | 4
O=c1[nH]c(=O)n(-c2cccc3ccccc23)c(O)c1/C=C1\C=Nc2ccccc21 | 0
CC(C)OC(=O)c1sc2cc([N+](=O)[O-])ccc2c1Cl | 8
COc1ccc(C2(CNC(=O)C3(c4ccccc4)CCCC3)CCCC2)cc1OC | 2
Cc1ccc(NC(=O)/C(=C\c2ccc3c(c2)OCO3)NC(=O)c2ccco2)cc1 | 4
CCOC(=O)c1ccc(Nc2nc3nonc3nc2NC(C)C)cc1 | -2
Cc1ccc(N(CC(=O)N/N=C/c2ccccc2)S(=O)(=O)c2ccccc2)cc1 | 12
Cc1ccc(-c2nc3cc(Cl)cc(Cl)c3o2)cc1NC(=O)Cc1ccccc1 | 14
Cc1ccc(-c2csc(/C(C#N)=C/c3sccc3C)n2)cc1C | 2
